CHT block = inhibitors of human choline transporter CHT; Q9GZV3; CHT-expressing cells, membrane potential dye, choline response; active compounds read low; B-score at 10 µM; 310,000 tested, 0.86% active; AID 488975;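 active = B-score over 3 SD under the library average, and starting fluorescence ratio not unusually high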;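 note: choline stimulus applied at its EC90 after an EC20 pre-addition; B-score computed on integrated fluorescence ratio after choline addition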
Target sequence (Q9GZV3 whole entry, looked up): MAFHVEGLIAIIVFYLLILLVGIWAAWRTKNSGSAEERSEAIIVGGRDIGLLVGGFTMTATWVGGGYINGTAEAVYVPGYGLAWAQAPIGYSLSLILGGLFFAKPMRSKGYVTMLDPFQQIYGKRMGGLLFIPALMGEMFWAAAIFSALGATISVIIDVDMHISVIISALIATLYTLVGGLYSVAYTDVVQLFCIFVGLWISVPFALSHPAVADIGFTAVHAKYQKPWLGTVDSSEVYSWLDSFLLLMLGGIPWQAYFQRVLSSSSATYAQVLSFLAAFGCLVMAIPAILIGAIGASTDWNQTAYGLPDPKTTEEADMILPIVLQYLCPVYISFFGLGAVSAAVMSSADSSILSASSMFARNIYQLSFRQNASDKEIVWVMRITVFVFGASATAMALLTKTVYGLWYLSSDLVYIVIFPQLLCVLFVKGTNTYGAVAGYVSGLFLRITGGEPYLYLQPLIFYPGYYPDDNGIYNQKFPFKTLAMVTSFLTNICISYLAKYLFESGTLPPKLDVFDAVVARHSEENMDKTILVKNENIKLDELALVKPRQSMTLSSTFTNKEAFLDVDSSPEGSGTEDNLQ
CHT allo act = human CHT allosteric activation; Q9GZV3; CHT-expressing cells, membrane potential dye, choline EC20; active compounds read high; LV-AA mutant CHT in HEK293 cells; B-score at 10 µM; 310,000 tested, 0.49% active; AID 488977;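 active = initial fluorescence not abnormally high and integrated response B-score, plate-corrected, over 3 SD above library mean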
* = called active by the depositor; i = inactive.

SMILES	CHT block	CHT allo act
CCC(/C=N/NC(=O)c1ccccc1F)CC	i	i
CCC(C)NC(=S)Nc1ccccc1OC (stereo not given)	i	i
O=c1[nH]c2ccccc2cc1CN(CC1CCCO1)S(=O)(=O)c1ccccc1 (stereo not given)	i	i
O=C(c1ccc(F)cc1)N(C(=O)c1ccc(F)cc1)c1ncccn1	i	i
CC1Sc2ccc(C(=O)N3CCCC(C(F)(F)F)C3)cc2NC1=O (stereo not given)	i	i
O=[N+]([O-])c1ccc(N2CCN(CCOc3nonc3-c3ccccc3)CC2)c(Cl)c1	i	i
COc1ccc(C(=O)NNS(=O)(=O)c2ccccc2)cc1OC	i	i
O=C(CSc1nnc(-c2cccnc2)n1Cc1ccco1)N1CCc2ccccc21	i	i
CCCCNc1cc(Cl)nc(N)n1	i	i
CC1CCN(CC(=O)Nc2ccc(N3CCCCCC3)cc2)CC1	i	i
O=C(NCc1ccccn1)c1cc(S(=O)(=O)N2CCCCCC2)ccc1Cl	i	i
CC(C)NC(=O)C1CCN(C(=O)c2cc3sccc3n2Cc2ccc(F)cc2)CC1	i	i
COC(=O)Cn1c(=NC(=O)C(C)C)sc2c(C)cc(C)cc21	i	i
O=C(Cn1nc(-c2ccccc2)ccc1=O)NCCCN1CCOCC1	i	i
NC(=S)N/N=C/C=C/c1ccccc1	i	i
O=C(Cc1cccs1)NCc1ccncc1	i	i
COc1ccc(OCC(=O)Nc2ccc(Cl)cc2)cc1	i	i
Cc1cccc2c(=O)cc(C)n(CC(N)=O)c12	i	11*
COc1ccc(N2CCN(CCNC(=O)Nc3ccc([N+](=O)[O-])cc3OC)CC2)cc1	i	i
CC1(C)CC=C(NNC(=O)c2cccnc2)C(=O)C1	i	i
O=C(C1CCCN(Cc2ccccc2)C1)N1CCc2ccccc2C1 (stereo not given)	i	i
CCNc1nc(NCC)nc(N/N=C/c2ccc(O)c(OC)c2)n1	i	i
CCOC(=O)N1CCN(CC(=O)Nc2cc(OC)c(OC)cc2C#N)CC1	i	i
Cc1nc(-c2ccc(F)cc2)c(CC(=O)N(C)CC(=O)Nc2ccccc2Br)s1	i	i
Cc1cc(C)n2nc(SCC(=O)NC3CCCC(C)C3C)nc2n1 (stereo not given)	i	i
Following part
SMILES	CHT block	CHT allo act
CCOC(=O)C1CCCN(S(=O)(=O)c2cc(OCC(=O)NC3CCCCC3)c(C)cc2Cl)C1 (stereo not given)	i	i
O=C(C[N+]1(CC#Cc2ccccc2)CCOCC1)c1ccc(Cl)cc1	i	i
CCCc1nnc(NC(=O)CCC(=O)N2CCN(c3ccccc3)CC2)s1	i	i
COc1ccccc1CNC(=O)CCc1nc2ccccc2c(=O)[nH]1	i	i
O=C(NCC(c1cccnc1)N1CCN(c2ccccc2)CC1)c1ccco1 (stereo not given)	i	i
Cc1ccc(OC(=O)c2cncc(Br)c2)c(C)c1	i	i
C/C(=N\OC(=O)c1cccc(C(F)(F)F)c1)c1sc(-c2ccccc2)nc1C	i	i
CC(=O)c1ccc(N(CC(=O)NCCc2ccccc2)C(=O)c2csnn2)cc1	i	i
O=[N+]([O-])c1cc(C=Nc2ccc3ccccc3c2)ccc1Br	i	i
O=C(NCC1CCCO1)C(=O)N/N=C/c1ccccc1C(=O)O (stereo not given)	i	i
COc1ccc(NC(=O)c2oc3ccccc3c2NC(=O)C2CC2)cc1	i	i
COc1ccccc1CCc1nnc(CCC(=O)NC(C)Cc2cccnc2)o1 (stereo not given)	i	i
CCOC(=O)c1nc(C)sc1-c1ccnn1S(=O)(=O)c1ccc(C)cc1	i	i
Cc1no[n+]([O-])c1COc1cccc(/C=C2\N=C(c3ccccc3)OC2=O)c1	i	i
CCOc1cc(NC(=O)c2cccs2)c(OCC)cc1NC(=O)CCC(=O)NCC1CCCO1 (stereo not given)	i	i
COc1nc(-c2ccc(Cl)cc2)nnc1C	i	i
COc1ccc2[nH]c(C)c(CCNC(=S)Nc3ccccc3C)c2c1	i	i
COC(=O)c1sc(=S)n(-c2ccccc2OC)c1N	i	i
CCc1c(O)nc(SCc2nc3ccccc3c(=O)[nH]2)[nH]c1=O	i	i
Cc1ccccc1NS(=O)(=O)c1cc(C(=O)N2CCc3ccccc3C2)ccc1C	i	i
COC(=O)CC(NC(=O)C1CC1)c1ccc2c(c1)OCO2 (stereo not given)	i	i
C=C(C)C(=O)OC1(C(F)(F)F)Oc2cc(C)ccc2NC1=O (stereo not given)	i	i
Cc1ccc(C(=O)NC(=S)NCC2CCCO2)cc1 (stereo not given)	i	i
COc1ccc(NC(=S)NCCCc2ccccc2)cc1	i	i
N#C/C(=C/Nc1ccccc1)c1ccsc1	i	i

Compound profiles, as listed above. Order of values: CHT block, CHT allo act
O=[N+]([O-])c1cc(C=Nc2ccc3ccccc3c2)ccc1Br in the list: i, i
N#C/C(=C/Nc1ccccc1)c1ccsc1 in the list: i, i
Cc1ccc(C(=O)NC(=S)NCC2CCCO2)cc1 (stereo not given) in the list: i, i
NC(=S)N/N=C/C=C/c1ccccc1 in the list: i, i
COc1nc(-c2ccc(Cl)cc2)nnc1C in the list: i, i

4 entries from above, set out differently.
Cc1ccc(OC(=O)c2cncc(Br)c2)c(C)c1
  CHT block: i
  CHT allo act: i
C/C(=N\OC(=O)c1cccc(C(F)(F)F)c1)c1sc(-c2ccccc2)nc1C
  CHT block: i
  CHT allo act: i
CC(=O)c1ccc(N(CC(=O)NCCc2ccccc2)C(=O)c2csnn2)cc1
  CHT block: i
  CHT allo act: i
O=[N+]([O-])c1cc(C=Nc2ccc3ccccc3c2)ccc1Br
  CHT block: i
  CHT allo act: i

Exported bar-delimited: part of the list above.
SMILES | CHT block | CHT allo act
CCOC(=O)C1CCCN(S(=O)(=O)c2cc(OCC(=O)NC3CCCCC3)c(C)cc2Cl)C1 (stereo not given) | i | i
N#C/C(=C/Nc1ccccc1)c1ccsc1 | i | i

Remaining list, next part:
SMILES	CHT block	CHT allo act
C=CCSc1nc2sc3c(c2c(=O)[nH]1)CCC3	i	i
COc1cccc(C(=O)NC(c2ccccc2)C2CCCC2)c1 (stereo not given)	i	i
Cc1cc(/C=N/NC(=O)c2ccncc2)c(C)n1-c1cccc(C(F)(F)F)c1	i	i
COc1ccc(/C=N/O)cc1COc1ccc(NC(C)=O)cc1	i	i
N#C/C(C(=O)NCc1ccccc1)=C1/SC(Cc2ccc(Cl)cc2)C(=O)N1c1ccccc1 (stereo not given)	i	i
CCCCOC(=O)C1=C(C)Nc2ncnn2C1c1cccc(OC)c1OC (stereo not given)	i	i
c1ccc(CN2C3=NCCN3c3ccccc32)cc1	i	i
C=CCn1c(SCc2ccc(C(=O)O)cc2)nc2sc(C)c(C)c2c1=O	i	i
COC(=O)N1CCCc2cc(C)ccc21	i	i
CN1C(=O)C(C)(C)c2cc(S(=O)(=O)N3CCCC(C(=O)NCc4ccc(F)cc4)C3)ccc21 (stereo not given)	i	i
c1ccc(Cn2nnc3c(N4CCCCCC4)ncnc32)cc1	i	i
COc1cc(/C=N/Nc2ccc(C)cc2)cc(Br)c1O	i	i
Cc1ccc(OCc2nnc(NC(=O)OCC(C)C)s2)cc1	i	i
CCc1nccn1S(=O)(=O)c1ccccc1[N+](=O)[O-]	i	i
Cc1nnc(N/N=C/c2ccco2)n1N	i	i
CC1CCCN(C(=O)c2cc(F)c(F)cc2Cl)C1 (stereo not given)	i	i
N#C/C(=C\c1c(F)cccc1Cl)c1nn(-c2ccccc2)c(-n2cccc2)c1C#N	i	i
COc1ccc(C(=O)N/N=C/c2c[nH]c3ccccc23)cc1	i	i
COc1ccc([N+](=O)[O-])cc1C(=O)Nc1ccc(Cc2ccncc2)cc1	i	i
N#Cc1c(N)c(C#N)c(-c2ccc(O)cc2)c2c1CCCC2	i	i
Cn1c(Cn2c(=O)sc3ccccc32)nnc1SCC(=O)NC1CCCC1	i	i
CCOc1cc(C=O)cc(Br)c1OCC(N)=O	i	i
CN1CCN(C(=O)c2ccc(-n3cccn3)nc2)CC1	i	i
CCCCCC(=O)Nc1ccccc1N1CCOCC1	i	i
CC(=O)N1CC(=O)N(Cc2ccccc2)/C(=C/c2ccccc2)C1=O	i	i
Next compounds.
SMILES	CHT block	CHT allo act
Cc1ccc(-n2c(C)nnc2SCC(=O)NC2CCCC2)cc1	i	i
c1ccc2sc(Cc3nnc4n3CCCCC4)nc2c1	i	i
COc1ccc(-c2[nH]ncc2/C=N/NC(=O)c2ccncc2)c(OC)c1	i	i
O=C(c1ccccc1-c1nc2ccccc2[nH]1)N1CCOCC1	i	i
Cc1ccc(C(=O)NCC(c2ccco2)N2CCc3ccccc32)cc1 (stereo not given)	i	i
COc1cccc(C2CC(c3ccc(C)cc3)=NN2C(=O)c2ccccc2F)c1OC (stereo not given)	i	i
O=C(Oc1ccccc1C(=S)N1CCOCC1)c1cccc([N+](=O)[O-])c1	i	i
COc1ccc(C)cc1NC(=O)CSc1ccc(Cl)cc1	i	i
Cc1cc(=O)[nH]c(NN=C2C3CC4CC(C3)CC2C4)n1	i	i
Cc1cc(C)n(C(=O)c2ccc(S(=O)(=O)N3CCCC3)cc2)n1	i	i
CC(C)(C)C(CN1CCCC1)OC(=O)c1ccccc1 (stereo not given)	i	i
CCc1ccc(OC(C)c2nnc(SCC(=O)Nc3ncccc3C)n2C)cc1 (stereo not given)	i	i
COc1ccc(/C=C2\CCCC3C2=NN(C(=O)CSc2ncn[nH]2)C3c2ccc(OC)cc2)cc1 (stereo not given)	i	i
O=C(O)C1CC=CCC1C(=O)N1CCN(c2nc(-c3ccccc3Cl)c3cc(Br)ccc3n2)CC1 (stereo not given)	i	i
Cc1cc(C)cc(NC(=O)COC(=O)c2cc(C)oc2C)c1	i	i
O=C1NC(c2cccc(Br)c2)=N/C1=C\c1ccco1	i	i
CSCC[C@H](NC(=O)N1CCn2c1nc1ccccc12)C(=O)NCc1ccco1	i	i
CCC(C(=O)N1CCN(C(=O)c2ccco2)CC1)c1ccccc1 (stereo not given)	i	i
CCCN(CCC)C(=O)CCSCCC(=O)N(CCC)CCC	i	i
CN(CC(=O)O/N=C(\N)c1ccc(Br)cc1)S(=O)(=O)c1ccccc1	i	i
O=S(=O)(Nc1ccccn1)c1cc(Cl)ccc1Cl	i	i
CC(COc1ccc(/C=C/c2ccccc2)cc1)[N+](C)(C)C (stereo not given)	i	i
COc1ccc(NC(=O)NC2CC3CCCC(C2)N3Cc2ccccc2)cc1 (stereo not given)	i	i
O=C(CCN1C(=O)/C(=C/c2ccccc2Cl)SC1=S)Nc1ccccn1	i	i
COc1ccc(C2=NN(C(=O)CCC(=O)O)C(c3ccc(OC)c(OC)c3)C2)cc1 (stereo not given)	i	i
Later entries
SMILES	CHT block	CHT allo act
Cn1c(=O)c2c3c(sc2n2c(SCC(N)=O)nnc12)CC(C(C)(C)C)CC3 (stereo not given)	i	i
O=C(O)COc1ccccc1/C=N/NC(=O)c1ccc2c(c1)OCCO2	i	i
Cc1ccc(S(=O)(=O)CC#CCOC(=O)c2ccc([N+](=O)[O-])cc2)cc1	i	i
Cc1nc([N+](=O)[O-])cn1CCC#N	i	i
c1ccc(-c2ccccc2OCCOCCN2CCc3ccccc3C2)cc1	i	i
CCCn1c(SCC(=O)c2cc(OC)ccc2OC)nnc1-c1ccco1	i	i
Cc1c(S(=O)(=O)NC2CCCCC2)c(=O)n(C)c(=O)n1C	i	i
COc1ccc(S(=O)(=O)Cc2ccc(C(=O)N3CCN(c4ccccn4)CC3)o2)cc1	i	i
COc1ccc(C2CC(c3cccs3)=NN2c2ccc(F)cc2)cc1OC (stereo not given)	i	i
COc1ccc(Cl)cc1S(=O)(=O)Nc1noc2ccccc12	i	i
COc1ccc(OC)c(CCNC(=O)CCCC(=O)n2ncc3cc(C)ccc32)c1	i	i
CCc1cc(C(=O)OC)c(NC(=O)CC2Nc3cc(C)c(C)cc3NC2=O)s1 (stereo not given)	i	i
CCOC(=O)c1c(NC(=O)c2ccc(C)cc2)sc2c1CC(C)(C)OC2	i	i
COc1cccc(NC(=O)N2CCN(c3ccc(C(F)(F)F)cn3)CC2)c1	i	i
O=S(=O)(Nc1ccc2nc(C(F)(F)F)[nH]c2c1)c1ccccc1	i	i
COc1ccc(Br)cc1S(=O)(=O)n1c([N+](=O)[O-])cnc1C	i	i
Cc1ccc(CNC(=O)CCc2c(C)nc3ncnn3c2C)cc1	i	i
Cc1cccc(N=Nc2c(C)c(C#N)c(O)[nH]c2=O)c1	i	i
COc1ccc(CN2CNc3c(c(=O)n(C)c(=O)n3C)C2)cc1	i	i
O=C(CN(C(=O)C1CSC(=O)C1)c1ccc(F)cc1)NCc1ccc2c(c1)OCO2 (stereo not given)	i	i
O=[N+]([O-])c1ccccc1/C=N/n1c(C2CCCCC2)n[nH]c1=S	i	i
CN(CC1CCCN(CCc2cccc(C(F)(F)F)c2)C1)C(=O)c1ccco1 (stereo not given)	i	i
COc1cccc(N(CC(=O)NC2CCCC2)C(=O)CCCC(=O)Nc2ccccn2)c1	i	i
COc1cc2ncnc(NCc3ccc(C)cc3)c2cc1OC	i	i
C=C(C)CNC(=S)NNC(=O)CCn1c2ccc(Cl)cc2c2cc(Cl)ccc21	i	i
C/C(=N/Nc1nc(-c2ccccc2)cc(-c2ccc(F)cc2)n1)c1cccc(N)c1	i	i
N#C/C(=C(/O)c1ccc([N+](=O)[O-])cc1)c1nc2ccccc2[nH]1	i	i
Fc1cccc(Cl)c1CSc1ncn[nH]1	i	i
COc1ccc(C(=O)Nc2c(N)nc(SCC(=O)c3ccccc3)[nH]c2=O)cc1	i	i
COC(=O)NNC(=O)c1ccc(C)cc1	i	i
